GAA inhib = alpha-glucosidase (human) inhibition | P10253 | purified human GAA, 4-MU-alpha-glucoside fluorescence | Potency, µM (doses to about 76.9 µM), without a hit: top-dose activity change, negative = inhibition, most hits filed as inhibitors | 0.005% of 200,000 active | AID 1466;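 also: plate controls were uninhibited enzyme wells for no effect and no-enzyme background for full effect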
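Endpoint fluorogenic read: 20 min room-temperature reaction of 4 nM human alpha-glucosidase with 400 uM 4-methylumbelliferyl-alpha-D-pyranoside, pH 5.0, quenched with 1M NaOH/1M glycine pH 10. AC50 from Hill modeling.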
Tau fluor cs = counter-screen for tau fibril formation inhibitors; 0.93% of 280,000 active; tau K18 P301L Alexa594 fluorescence, heparin fibrillization; AID 1463; Potency, µM (doses to about 57.7 µM), inactives show top-dose activity change, negative = decrease; also: % is scaled to controls: 0 for no effect and ±100 for the full control effect; nearly all actives have a fitted effect of over 55% in size
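Human K18 P301L tau (15 uM unlabeled plus 0.24 uM Alexa 594-labeled, final) in 100 mM sodium acetate pH 7 was mixed with compound and 20 uM heparin and incubated 6 hr at 37 C.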
aGlu spleen mod = inhibits or activates alpha-glucosidase in human spleen homogenate; P10253; human spleen homogenate, 4-MU-alpha-glucoside fluorescence; Potency, µM (highest dose often 79.9 µM), without a hit: at the top dose activity change, negative = inhibition, usual class: inhibitors; 0.006% of 240,000 active; AID 2112;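 also: 0% = enzyme with vehicle and -100% = no enzyme basal signal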
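Human spleen homogenate (1 ug) with 4-methylumbelliferyl-alpha-D-glucopyranoside (1 mM final) in 50 mM citrate/phosphate pH 5.0, 0.01% Tween-20; 40 min at 37 C. Stopped at pH 10; 4-MU fluorescence Ex 365/Em 440 nm; AC50 by Hill fit.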
aGal spleen mod = inhibitors or activators of human alpha-galactosidase in spleen homogenate; P06280; human spleen homogenate, 4MU-alpha-Gal fluorescence, 40 min; Potency, µM (top dose mostly 80 µM), inactives show top-dose activity change, negative = inhibition, most hits filed as inhibitors; 0.008% of 240,000 active; AID 2107;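 also: 0% = enzyme with vehicle and -100% = no enzyme basal signal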
Target sequence (P06280 32-429 limits assumed): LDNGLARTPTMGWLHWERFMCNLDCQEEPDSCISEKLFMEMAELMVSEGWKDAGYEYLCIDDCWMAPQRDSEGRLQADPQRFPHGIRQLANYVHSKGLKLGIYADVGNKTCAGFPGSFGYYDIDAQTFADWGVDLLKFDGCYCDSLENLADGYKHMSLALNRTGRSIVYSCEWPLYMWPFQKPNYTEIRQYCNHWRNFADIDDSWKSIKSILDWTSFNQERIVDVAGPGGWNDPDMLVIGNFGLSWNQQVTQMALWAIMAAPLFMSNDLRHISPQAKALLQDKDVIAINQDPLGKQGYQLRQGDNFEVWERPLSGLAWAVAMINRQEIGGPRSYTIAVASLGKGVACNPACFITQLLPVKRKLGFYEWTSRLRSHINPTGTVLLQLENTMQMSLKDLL
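Human spleen homogenate (1 ug) was the enzyme source, with 4-methylumbelliferyl-alpha-D-galactopyranoside (1 mM final) in pH 5.0 citrate buffer with 0.01% Tween-20. Compounds were titrated; after 40 min at 37C, NaOH/glycine stop, 4-MU fluorescence read; AC50 from Hill fits.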
GAA glycogen = GAA glycogen-cleavage inhibition or activation. recombinant GAA, glycogen substrate, Amplex Red glucose oxidase fluorescence. Potency, µM (titrated, usually from 76.4 µM), without a hit: top-dose activity change, negative = inhibition, hits mostly inhibitors. 0.38% of 300,000 active. AID 2100;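 also: 0% = full enzyme reaction and -100% = no-enzyme basal signal; the screen sought inhibitors and activators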
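qHTS, 1536-well; enzyme 4 nM final; cpd up to 77 uM; substrate bovine liver glycogen 30 ug; 50 mM citrate/phosphate pH 5.0, 0.01% Tween-20; 37 C, 40 min; Amplex Red detection 45 min RT; Hill fit → AC50.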
Tau fibril FP = tau fibrillization inhibition (FP). P10636. 0.39% of 280,000 active. Potency, µM (series often up to 57.7 µM), without a hit: at the highest dose activity, negative = inhibition, actives largely listed as inhibitors. AID 1468. K18 P301L tau heparin fibrillization, Alexa594 FP, 6 h; also: % is scaled to controls: 0 for no effect and ±100 for the full control effect; nearly all actives have a fitted effect of over 55% in size
Target sequence (P10636 561-689 P618L limits assumed): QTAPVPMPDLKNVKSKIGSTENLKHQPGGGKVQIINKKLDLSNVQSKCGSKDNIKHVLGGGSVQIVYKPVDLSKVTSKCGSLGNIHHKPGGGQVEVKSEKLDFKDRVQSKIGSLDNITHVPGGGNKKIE
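Human K18 P301L fragment (15 uM unlabeled plus 0.24 uM Alexa 594-labeled) in 100 mM sodium acetate pH 7 with compound, aggregation induced by 20 uM heparin for 6 hr at 37 C. ThT (30 uM) added for 1 hr, then Alexa 594 FP read.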
HTT cytoprotect = Huntington cell model cytoprotection by ATP luminescence. PC12 HTT-Q103 induced, cytoprotection, ATP luminescence, 40 h. Potency, µM (titrated, usually from 56.4 µM), for the others: cytoprotection (ATP increase), actives largely listed as activators. 0.14% of 230,000 active;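 also: % of control where 0% means no effect; nearly all actives have a fitted effect of over 45% in size; toxic huntingtin expression switched on by the ecdysone agonist tebufenozide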
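Compounds added alongside 100 nM tebufenozide, which induces toxic Q103 huntingtin exon 1-GFP in stable PC12 cells; surviving cells quantified by luminescent ATP measurement. Medium: phenol red-free DMEM, 5% equine and 5% calf serum.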
Tau fibril ThT = blocks human tau fibril formation measured by thioflavin T. P10636. 2.1% of 270,000 active. Potency, µM (highest dose often 57.4 µM), inactives show at the top dose activity, negative = inhibition, actives largely listed as inhibitors. recombinant tau K18 P301L (four-repeat tau fragment), heparin-induced fibrillization, ThT fluorescence; also: % is scaled to controls: 0 for no effect and ±100 for the full control effect; nearly all actives have a fitted effect of over 55% in size
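Tau K18 P301L fragment (15 uM unlabeled plus 0.24 uM Alexa 594-labeled) in 100 mM sodium acetate pH 7 with compound, fibrillization induced by 20 uM heparin for 6 hr at 37 C. Thioflavin T (30 uM) added, fluorescence read after 1 hr (ex 450, em 510 nm).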
* = called active by the depositor; ? = inconclusive; . = not tested or not shown; & = joins results of further samples; [ ] = dose if it differs, or a comment. Calls follow the shape of the dose curve; as a rule, active = well fitted curve in the direction sought with a large enough effect; inconclusive = small, poorly fitted or top-dose-only effect, or another doubt; inactive = no such curve, though single readings can be large; an effect the other way counts as inactive or inconclusive. Potency is read from the fitted curve at half-maximal effect.

SMILES	GAA inhib	Tau fluor cs	aGlu spleen mod	aGal spleen mod	GAA glycogen	Tau fibril FP	HTT cytoprotect	Tau fibril ThT
CCOc1ccc(NC(=O)CCS(=O)(=O)c2ccc(Br)s2)cc1	.	-3.8%	.	.	-13.1%[76.3 µM]	12.1%	.	-2.9%
COc1ccccc1CNC(=O)c1cc2c(=O)oc3ccc(C)cc3c2s1	.	-16.3%	.	.	19.9%[76.3 µM]	-19.9%	.	-1.9%
Cc1nn(CC(=O)NCc2ccccc2Cl)c(=O)c2cccn12	.	-1.6%	.	.	2.8%[76.3 µM]	-10.2%	.	4.9%
O=c1cc(C(F)(F)F)[nH]c2ccc(OC(F)(F)F)cc12	.	-4.0%	5.2%	20.5%	3.6%	3.8%	-27.5%[10 µM]	-3.1%
CCOc1ccc(N/C=C/C(=O)c2ccc(OC)cc2)c([N+](=O)[O-])c1	-0.9%	-0.8%	4.3%	8.0%	8.1%	-1.7%	-13.0%	?
CN(C)/C=C1/N=C(c2ccccc2)OC1=O	0.4%	-7.9%	-13.6%	-12.8%	5.1%	-6.9%	-5.2%	-7.9%
COc1ccc(NC(=O)CSc2nnc(Cc3cccn3C)n2CCc2ccccc2)c(OC)c1	9.0%	-4.5%	-10.9%	-1.7%	-3.1%	-0.6%	-29.1%	-14.5%
O=C(NC1CCCCCC1)C1C2C=CC3(CN(Cc4cccnc4)C(=O)C13)O2 (stereo not drawn)	1.0%[15.4 µM]	1.9%	1.6%	7.2%	-8.6%	2.6%	-11.8%	-2.9%
CCOC(=O)c1nc(C)n(-c2cc(OC)c(Cl)cc2Cl)n1	2.7%	4.2%	4.4%	5.3%	-0.3%	4.5%	-5.2%[10 µM]	5.9%
CCc1nnc(NC(=O)CN2CCN(c3ccccc3F)CC2)s1	6.9%	-2.3%	8.5%	-1.2%	-5.6%	7.9%	17.6%[10 µM]	-6.8%
Cc1cc(C)c2c(n1)sc1c(=O)n(-c3ccccc3C(F)(F)F)nnc12	.	-9.1%	.	.	-3.0%[76.3 µM]	-9.0%	.	0.4%
COc1ccc(-c2cc(C(F)F)n3ncc(C(=O)Nc4ccc(C(=O)N5CCOCC5)cc4)c3n2)cc1	-3.2%	-9.3%	6.5%	6.0%	7.5%	0.5%	-21.1%[10 µM]	-6.2%
C/C(=N\NC(=O)CSCc1ccc([N+](=O)[O-])cc1)c1ccccc1	-10.3%	-26.3%	0.2%	1.7%	1.1%	-0.7%	-5.6%	?
O=S(=O)(c1cccs1)N1CN(Cc2ccc(F)cc2)c2nc3ccccc3nc21	5.2%	?	-4.5%	6.5%	-13.2%	-11.7%	-23.2%	-6.0%
O=C(OCC(=O)N1CCN(C(=O)c2ccco2)CC1)c1cccc(S(=O)(=O)N2CCc3ccccc32)c1	-4.9%	-6.9%	1.6%	2.7%	-6.0%	5.1%	5.5%	-4.1%
O=C(CSc1nnc(-c2cnccn2)n1Cc1ccco1)c1ccc2ccccc2c1	-3.8%	-14.8%	-3.2%	-8.7%	-3.8%	-4.7%	-11.7%	?
COc1ccc2[nH]cc(S(=O)(=O)c3ccc(C(C)C)cc3)c(=O)c2c1	2.9%	-0.4%	10.4%	7.4%	3.5%	-12.2%	-29.7%	6.2%
CC1CCc2c(sc(Nc3nc4c(F)cccc4s3)c2C(N)=O)C1 (stereo not drawn)	-0.6%	15.8µM*[quencher]	-0.1%	4.8%	?	7.1%	8.5%[10 µM]	?
CCOc1ccc2c(c1)nc(NCCCO)n2Cc1ccccc1	.	-2.4%	5.4%	2.2%	5.0%	2.0%	12.0%[10 µM]	-5.6%
O=C(Nc1nnc(C2CC2)s1)C1CCCO1 (stereo not drawn)	-5.7%	1.9%	-13.0%	-3.2%	24.3%	3.4%	.	1.2%
COc1cc(NC(=O)CCN2CCN(CCO)CC2)cc(OC)c1	.	-12.9%	.	.	4.1%&12.4%[76.3 µM]	2.9%	.	-10.1%
O=[N+]([O-])c1cc(C(F)(F)F)cc([N+](=O)[O-])c1NCCCNc1ccc([N+](=O)[O-])c2cccnc12	-0.2%	?	2.5%	1.3%	-1.0%	16.2%	.	?
NS(=O)(=O)c1ccc(NC(=O)COC(=O)C2CC(=O)N(Cc3ccccc3)C2)cc1 (stereo not drawn)	5.8%	-4.6%	7.1%	4.1%	2.3%	-4.2%	?	-1.1%
O=C(Cn1c(=O)c2sccc2n(Cc2cccc([N+](=O)[O-])c2)c1=O)NCCc1ccccc1	0.0%	-19.2%	-15.1%	-4.0%	12.1%	-10.0%	5.7%[10 µM]	-16.8%
CCOC(=O)C1=C(c2ccccc2)O/C(=C(/C#N)C(F)(F)F)S1	1.1%	?	-3.3%	-1.1%	5.5%	?	-11.1%	15.8µM*
Nc1nc(CSCc2ccccc2)nc(N2CCOCC2)n1	-4.0%	-11.5%	-8.8%	2.9%	8.6%	-8.7%	-28.2%[10 µM]	1.9%
O=S1(=O)CCN(Cc2cccc(C(F)(F)F)c2)CC1	-4.2%	-7.5%	.	5.5%	-1.7%	-2.8%	19.9%	-7.8%
CCN(CC(=O)NCc1ccccc1Cl)CC(=O)Nc1c(F)cccc1F	.	-8.0%	-15.9%	10.5%	0.6%	-0.3%	-5.7%[10 µM]	-7.8%
COc1ccc(C(=O)CSc2cc(C)nc3nc(C)nn23)cc1OC	-11.5%	1.9%	1.6%	-1.2%	-0.9%	-8.4%	12.6µM*	?
CCOC(=O)c1c(C)nc2sc(C(=O)Nc3ccc(C(C)=O)cc3)c(N)c2c1-c1ccc(OC)cc1	?	-27.3%	-16.6%	-6.6%	3.3%	9.2%	-62.0%[inhibitor]	-15.0%
CCn1nc(C)c(NS(=O)(=O)c2ccc(C)cc2)c1C	-3.1%	2.1%	-6.7%	-1.5%	-4.8%	-1.1%	-0.2%[10 µM]	-4.5%
Cc1ccc(NCc2nnc(SCC(=O)NCCc3ccccc3)n2C)cc1	-12.8%	-6.1%	4.2%	4.7%	-10.0%	-11.8%	1.3%	-6.5%
CN1CCN(C(=O)C2C3C=CC(C3)C2C(=O)O)CC1 (stereo not drawn)	-0.1%	0.1%	6.7%	9.4%	-5.5%	-3.5%	3.7%	-7.0%
COc1cc(/C=N/NC(=O)c2cc(-c3cccn3C)n[nH]2)cc(OC)c1OC	-8.1%	-20.3%	3.3%	-6.0%	-14.5%	1.4%	?	?
CCOC(=O)c1sc(NC(=O)CCCn2nc([N+](=O)[O-])c(Cl)c2C)c(C(=O)OCC)c1C	-0.2%	-26.0%	-2.6%	1.5%	12.4%	9.7%	-2.4%[10 µM]	-4.3%
Cc1ccc(Cl)cc1N1CCN(C(=O)CCS(=O)(=O)c2cc(Br)cc3c2N(C(=O)C2CC2)CC3)CC1	.	-25.3%	.	.	-11.3%[76.3 µM]	-11.6%	.	-11.0%
O=C(N/N=C/c1ccncc1)c1ccc(NC(=O)c2cccc(Cl)c2)cc1	0.5%	-11.6%	-0.4%	-0.8%	2.1%	-6.2%	0.7%	?
CC1Cc2ccccc2N1C(=O)c1cc2sccc2n1Cc1ccc(F)cc1 (stereo not drawn)	-12.2%	-15.9%	6.2%	7.6%	-1.5%	-2.1%	27.5%[10 µM]	-10.1%
Nc1c(C(=O)NCc2ccc3c(c2)OCO3)nnn1-c1ccc(OC(F)(F)F)cc1	-13.6%	-20.5%	10.7%	6.8%	-5.3%	-2.2%	-21.4%	-8.4%
COC(=O)C/C=C1\c2ccccc2C(OC)C1C (stereo not drawn)	.	-10.7%[11.6 µM]	14.3%[17.4 µM]	13.3%[17.5 µM]	.	-3.6%[11.6 µM]	-6.4%[10 µM]	-6.5%[11.5 µM]
CS(=O)(=O)Nc1cccc(-c2cncnc2NCc2cccs2)c1	.	-20.0%	1.6%	2.1%	.	6.6%	-17.6%	-16.5%
Cc1cc(C)cc(NC(=S)NCC2CCCO2)c1 (stereo not drawn)	0.1%	-11.5%	3.9%	5.6%	-2.7%	-8.9%	2.6%	-11.1%
Cc1cc(C)nc(Nc2nc3ccccc3[nH]2)n1	0.6%	-3.5%	-0.9%	-8.2%	3.3%	2.7%	-9.4%	?
C=CCSc1nc2c(c(=O)[nH]c(=O)n2C)n1CC	-7.6%	-1.5%	-4.6%	1.1%	1.3%	-13.9%	15.0%[10 µM]	?
CCOC(=O)c1ccc(NC(=O)C(CC)Sc2nnc3c4ccccc4n(C)c3n2)cc1 (stereo not drawn)	.	-28.1%	.	.	0.4%[76.3 µM]	-11.1%	.	-14.9%
Cc1c(C(=O)c2ccc(Cl)cc2Cl)cnc2cc3c(cc12)OCO3	2.1%	-23.0%	-1.9%	-2.0%	-4.1%	-2.7%	-2.3%[1.9 µM]	?
O=C(O)C1C2C=CC(C3CC23)C1C(=O)NCCc1ccccc1 (stereo not drawn)	-9.5%	4.3%	-3.8%	-5.4%	0.1%	-1.7%	-30.3%[10 µM]	5.2%
N#Cc1cnn2c(-c3ccc(Cl)cc3Cl)ccnc12	11.1%	2.5%	-4.0%	-7.7%	18.5%	4.7%	-37.7%[1.9 µM]	-0.3%

4 of the entries above in order of the aGal spleen mod value, lowest first:
canonical_smiles | GAA inhib | aGlu spleen mod | aGal spleen mod | GAA glycogen | Tau fibril FP | Tau fibril ThT
Cc1c(C(=O)c2ccc(Cl)cc2Cl)cnc2cc3c(cc12)OCO3 | 2.1% | -1.9% | -2.0% | -4.1% | -2.7% | ?
O=C(N/N=C/c1ccncc1)c1ccc(NC(=O)c2cccc(Cl)c2)cc1 | 0.5% | -0.4% | -0.8% | 2.1% | -6.2% | ?
CS(=O)(=O)Nc1cccc(-c2cncnc2NCc2cccs2)c1 | . | 1.6% | 2.1% | . | 6.6% | -16.5%
Cc1cc(C)cc(NC(=S)NCC2CCCO2)c1 (stereo not drawn) | 0.1% | 3.9% | 5.6% | -2.7% | -8.9% | -11.1%
